# Screens from PubChem.
# Pol eta inh: qHTS for Inhibitors of Polymerase Eta | recombinant Pol eta, fluorescent DNA replication assay | 1.2% of 390,000 active | DNA polymerase eta (Homo sapiens), Q9Y253 | Potency, µM (titrated, usually from 114 µM), for the others: at the highest dose activity change, negative = inhibition, actives largely listed as inhibitors; note: potency is the fitted concentration of half-maximal effect; % is set by controls: 0 for no effect and ±100 for the full control effect
#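 Pol eta (10 nM) was preincubated with compounds for 15 min at room temperature, after which fluorescent replication substrate (50 nM final) was added to start the reaction. Fluorescence was read kinetically at 0 and 10 min.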
# BLM helicase inh: qHTS Assay for Inhibitors of Bloom's syndrome helicase (BLM); RecQ-like DNA helicase BLM (Homo sapiens), P54132; recombinant BLM DNA unwinding, fluorescence dequenching; Potency, µM (doses to about 56.1 µM), inactives show top-dose activity change, negative = inhibition, most hits filed as inhibitors; 0.2% of 350,000 active;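 note: potency is the fitted concentration of half-maximal effect; plate controls were vehicle for no effect and no enzyme for full effect; nearly all actives have a fitted effect of over 35% in size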
# Anesthetic bind: qHTS Assay for Identification of Novel General Anesthetics | Ferritin light chain (Equus caballus), P02791 | apoferritin/1-aminoanthracene competitive binding, fluorescence | Potency, µM (titrated, usually from 77.5 µM), for inactives: at the highest dose activity change, negative = displacement, hits mostly inhibitors | 0.074% of 350,000 active | AID 485281, 2010; note: potency is the fitted concentration of half-maximal effect; % is set by controls: 0 for no effect and ±100 for the full control effect; nearly all actives have a fitted effect of over 20% in size
# Target sequence (P02791 2-175 limits assumed): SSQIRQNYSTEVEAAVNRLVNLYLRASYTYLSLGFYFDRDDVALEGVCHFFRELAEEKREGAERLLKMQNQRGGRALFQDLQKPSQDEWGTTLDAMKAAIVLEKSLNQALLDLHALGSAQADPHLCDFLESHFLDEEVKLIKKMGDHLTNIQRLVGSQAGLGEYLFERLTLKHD
#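 Horse-spleen apoferritin (10 uM) in 50% saturated 1-aminoanthracene in PBS was incubated 10 min at room temperature with compound. Fluorescence (ex 380, em 535 nm) was normalized to free and bound 1-AMA, with concentration-response fitted by a four-parameter Hill equation.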
# LDHA block: qHTS assay for inhibitors of human lactate dehydrogenase. L-lactate dehydrogenase A chain (Homo sapiens), P00338. purified LDHA, NADH/diaphorase-resazurin fluorescence; stronger effect = lower value. activity change, % (values are at about 110 or 230 µM). 0.15% of 480,000 active. AID 1347041, 2019; in the data active = activity change below about -30%; inconclusive = mostly about -25% to -30%;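 note: plate controls were DMSO wells for no effect and wells without enzyme for full effect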
#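 Human LDH5 at 2 nM final in Tris HCl pH 7.4 with 0.06 mM NADH and 0.2 mM pyruvate, reacted 5 minutes at room temperature. Remaining NADH coupled via diaphorase/resazurin; resorufin fluorescence read at 0 and 20 minutes, normalized to enzyme-free and DMSO wells.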
# APE1 inh: qHTS Assay for Inhibitors of the Human Apurinic/apyrimidinic Endonuclease 1 (APE1) | DNA repair nuclease/redox regulator APEX1 (Homo sapiens), P27695 | recombinant APE1, TAMRA/BHQ-2 abasic DNA cleavage fluorescence | Potency, µM (top dose mostly 65.8 µM), for the others: top-dose activity change, negative = inhibition, usual class: inhibitors | 0.35% of 350,000 active;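 note: potency is the fitted concentration of half-maximal effect; plate controls were vehicle for no effect and reference inhibitor for full effect; nearly all actives have a fitted effect of over 55% in size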
#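 APE1 at 0.75 nM preincubated 15 min at room temperature with compound. Reaction then started with 50 nM double-stranded THF-abasic substrate labelled with TAMRA/BHQ-2, and 525/598 nm fluorescence read kinetically. Activity taken as third-minus-first read difference, normalized to DMSO and NSC13755 controls.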
# Glioma ERSR ind: qHTS for Inducers of the Endoplasmic Reticulum Stress Response (ERSR) in Human Glioma: qHTS; U87-MG GRP78 promoter luciferase reporter, 16 h; Potency, µM, without a hit: at the highest dose activation, hits mostly activators; 0.02% of 420,000 active; AID 602332, 2012; note: potency is the fitted concentration of half-maximal effect; series mostly up to about 76 µM; % of control where 0% means no effect; nearly all actives have a fitted effect of over 35% in size
#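 Stably transfected U87-MG glioma cells carrying a GRP78-based luciferase sensor; 16 h compound incubation. Luminescence end-point read 10 min after Bright-Glo addition at room temperature.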
# POLI inh: qHTS for Inhibitors of Polymerase Iota. DNA polymerase iota (Homo sapiens), Q9UNA4. Pol iota fluorescent replication assay, 10 min. Potency, µM (highest dose often 115 µM), for the others: at the top dose activity, negative = inhibition, actives largely listed as inhibitors. 1% of 390,000 active. AID 588590, 2011; note: potency is the fitted concentration of half-maximal effect
#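 Pol iota at 10 nM preincubated 15 min with compounds at room temperature; reaction started with fluorescent substrate, 50 nM final. Fluorescence read kinetically at 0 and 10 min; buffer-only wells as negative control.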
# POLB inh: qHTS Assay for Inhibitors of DNA Polymerase Beta; AID 485314, 2010; Pol beta primer extension/strand displacement, fluorescence kinetic; Potency, µM (top dose mostly 114 µM), without a hit: at the highest dose activity change, negative = inhibition, actives largely listed as inhibitors; 1.3% of 340,000 active; P06746; note: potency is the fitted concentration of half-maximal effect; % is set by controls: 0 for no effect and ±100 for the full control effect
#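 Enzyme-only controls used 10 nM Pol beta; buffer lacking enzyme served as negative control. Compound preincubated 15 min, then 50 nM substrate added; 0 and 10 min reads at room temperature.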
# POLK inh: qHTS for Inhibitors of Polymerase Kappa; purified Pol kappa, fluorescent DNA synthesis assay, 10 min; Potency, µM (top dose mostly 107 µM), without a hit: at the highest dose activity, negative = inhibition, most hits filed as inhibitors; 0.53% of 400,000 active; AID 588579, 2011; note: potency is the fitted concentration of half-maximal effect; % is set by controls: 0 for no effect and ±100 for the full control effect
# Target sequence (Q9UBT6 whole entry, looked up): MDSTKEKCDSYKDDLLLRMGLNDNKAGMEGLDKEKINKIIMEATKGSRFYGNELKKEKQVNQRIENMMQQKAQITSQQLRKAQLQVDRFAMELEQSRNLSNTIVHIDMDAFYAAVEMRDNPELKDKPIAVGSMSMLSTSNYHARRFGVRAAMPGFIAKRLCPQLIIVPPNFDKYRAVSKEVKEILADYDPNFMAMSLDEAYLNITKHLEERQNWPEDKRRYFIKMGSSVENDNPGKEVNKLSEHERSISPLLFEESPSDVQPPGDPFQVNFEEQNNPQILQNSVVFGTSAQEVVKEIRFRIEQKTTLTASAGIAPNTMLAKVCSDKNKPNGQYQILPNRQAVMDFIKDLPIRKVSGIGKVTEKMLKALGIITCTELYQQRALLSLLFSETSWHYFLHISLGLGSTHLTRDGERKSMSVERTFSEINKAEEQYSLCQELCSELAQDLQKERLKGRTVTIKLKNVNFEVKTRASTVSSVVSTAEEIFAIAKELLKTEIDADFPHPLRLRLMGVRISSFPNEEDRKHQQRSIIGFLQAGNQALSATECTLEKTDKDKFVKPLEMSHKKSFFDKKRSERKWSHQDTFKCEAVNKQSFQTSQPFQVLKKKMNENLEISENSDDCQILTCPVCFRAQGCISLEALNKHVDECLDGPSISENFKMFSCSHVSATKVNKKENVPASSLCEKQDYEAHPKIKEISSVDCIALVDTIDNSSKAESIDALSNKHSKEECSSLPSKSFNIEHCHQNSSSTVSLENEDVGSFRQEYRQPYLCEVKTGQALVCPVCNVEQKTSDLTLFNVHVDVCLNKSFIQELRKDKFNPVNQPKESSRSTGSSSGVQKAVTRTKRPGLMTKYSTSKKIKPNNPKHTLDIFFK
#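 First, compounds were pin-transferred onto 10 nM Pol kappa. After 15 min at room temperature, substrate was added to 50 nM final. Fluorescence was then measured kinetically at 0 and 10 min.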
# An asterisk follows results filed as active; ? = inconclusive; · = not tested or not shown; & = joins results of further samples; [ ] = dose if it differs, or a comment. Unless noted, calls come from the whole dose curve; as a rule, active = well fitted curve in the direction sought with a large enough effect; inconclusive = small, poorly fitted or top-dose-only effect, or another doubt; inactive = no such curve, though single readings can be large; an effect the other way counts as inactive or inconclusive. The list is partial (hit frequency here may not be typical).
SMILES,Pol eta inh,BLM helicase inh,Anesthetic bind,LDHA block,APE1 inh,Glioma ERSR ind,POLI inh,POLB inh,POLK inh
CCN(CC)c1ccc2c(cc1=O)[C@@H](NC)CCc1cc(OC)c(OC)c(OC)c1-2,-11%,-4%,-15%,13,-1%,-6%,17%,9%,0%
COc1c(OC(C)=O)ccc(/C=C/c2ccc3cccc(OCc4ccccc4)c3n2)c1[N+](=O)[O-],-8%,-5%,-13%,-1,-2%,0%,4%,-1%,-6%
O=C(NCCCN1CCCC1)c1ccc2c(c1)N(Cc1ccccc1F)C(=O)c1ccccc1S2=O (stereo not given),-5%,1%,-17%,-2,19%,-1%,-19%,5%,6%
COc1cccc(C2C(C(=O)c3ccc(C)o3)=C(O)C(=O)N2c2cc(C)on2)c1 (stereo not given),-5%,-3%,-20%,-6,30%,-7%,19%,7%,-3%
O=C(C[n+]1cc(-c2ccc(Cl)c(Cl)c2)n2c1CCC2)c1cccs1,1%,4%,7%,-9,-5%,-6%,-12%[58.9 µM],2%,-11%
COC(=O)/C=C1/SC(=Nc2ccc(Cl)c(Cl)c2)NC1=O,79µM*,-2%,-5%,-5,3%,-3%,-26%,24%,-10%
CC1CCCCC1NC(=O)c1nnc(Cc2ccc(Cl)cc2)o1 (stereo not given),-11%,2%,?,0,-1%,-5%,-5%,-5%,18%
COc1cc(OC)cc(C(=O)Nc2nc(CC(=O)NCc3ccccc3OC)cs2)c1,-5%,·,·,1,9%,-2%,21%,·,-16%
O=C(O)CCc1cc(I)c(Oc2ccc(O)c(I)c2)c(I)c1,·,-14%,-6%,·,-7%,·,·,?,·
CCn1c2ccccc2c2cc(NC(=O)Cc3ccc(S(=O)(=O)N4CCOCC4)s3)ccc21,8%,-5%,2%,0,-4%,0%,-1%,-2%,-3%
O=C(CSc1nnc(-c2csc3c2CCCC3)o1)Nc1ccccc1,-20%,0%,-8%,-1,-4%,-1%,14%,40%,-8%
CCCSCCCNC(=O)c1sc2nc(C)cc(C)c2c1-n1cccc1,-13%,-16%,-12%,-9,·,-4%,16%,?,-14%
CCOC(=O)CSc1ccc(S(=O)(=O)N2CCC(C)CC2)cc1[N+](=O)[O-],1%,-2%,-7%,-2,4%,-3%,19%,28%,11%
CN1CCN(C(=O)c2ccc(CS(=O)Cc3ccc(Cl)cc3)o2)CC1 (stereo not given),8%,2%,1%,0,25%,-2%,14%,2%,-2%
Cc1ccccc1OCC(O)CN1C(=O)c2ccccc2C1=O (stereo not given),-9%,-1%,2%,0,43%,13%,?,-27%,9%
CN(Cc1nc(Cc2cccc(F)c2)no1)CC1CCOCC1,1%,-3%,-12%,-7,-4%,1%,17%,-22%,-10%
CCOC(=O)/C(C#N)=C/c1ccc(-c2ccsc2C(=O)OC)o1,-14%,-2%,-5%,-1,-2%,0%,9%,-4%,-2%
CCC1CCCCN1CCCNC(=O)c1c(O)nc2c(C)cccn2c1=O (stereo not given),-9%&-16%,-7%&-2%,-12%&-19%,1&8,-14%,-7%&-3%,7%&1%,-29%&31%,2%&5%
Cc1ccc(-n2c(=S)sc3c(=O)n(-c4ccc(F)cc4)c(SCC(=O)O)nc32)cc1C,0%,-2%,0%,-10,22%,11%,0%,-1%,-30%
C=CCC1(CC=C)CCCN1Cc1nc(COc2ccccc2)no1,-22%,-7%,-12%,6,-6%,-1%,16%,25%,2%

# Part of the list above in order of SMILES length, largest number first.
SMILES,Pol eta inh,BLM helicase inh,Anesthetic bind,LDHA block,APE1 inh,Glioma ERSR ind,POLI inh,POLB inh,POLK inh
CCOC(=O)CSc1ccc(S(=O)(=O)N2CCC(C)CC2)cc1[N+](=O)[O-],1%,-2%,-7%,-2,4%,-3%,19%,28%,11%
COC(=O)/C=C1/SC(=Nc2ccc(Cl)c(Cl)c2)NC1=O,79µM*,-2%,-5%,-5,3%,-3%,-26%,24%,-10%
O=C(O)CCc1cc(I)c(Oc2ccc(O)c(I)c2)c(I)c1,·,-14%,-6%,·,-7%,·,·,?,·

# New compounds follow:
SMILES,Pol eta inh,BLM helicase inh,Anesthetic bind,LDHA block,APE1 inh,Glioma ERSR ind,POLI inh,POLB inh,POLK inh
Cc1oc2c(CN3CCCC3)c(O)ccc2c(=O)c1-c1ccc(Br)cc1,6%,-1%,22%,-2,-2%,-3%,?,0%,-1%[60.1 µM]
Cn1c(CO)cnc1SCC(=O)c1ccc(Br)cc1,-20%,2%,-8%,-5,2%,5%,67%[activator],4%,4%
CCOC(=O)C1CCN(c2c(NCCC(C)C)c(=O)c2=O)CC1,-9%,0%,5%,-3,2%,-3%,30%,104%,16%
Cc1csc2ncc(C(=O)N3CCc4ccccc43)c(=O)n12,-1%,·,·,3,·,-1%,2%,·,8%
CCOC(=O)c1cc2c(=O)n3ccccc3nc2n(Cc2ccccc2)c1=N,11%,1%,55%[activator],1,2%,2%,28%,-11%,-6%
CN(Cc1ccon1)Cc1cn[nH]c1-c1ccc(-c2ccccc2)cc1,-22%,-11%,-24%,-6,4%,2%,24%,-1%,-5%
COc1ccc(CC(=O)NCC2CCCN(Cc3ccccc3Cl)C2)cc1 (stereo not given),-8%,1%,-6%,-1,15%,-4%,12%,-4%,-2%
CCCC(=O)OCC(=O)Nc1ccc(N=Nc2ccccc2)cc1,-11%,-8%,-17%,-1,-2%,1%,40%[activator],?,-10%
Cn1c(=O)cc(SCC(=O)NCC2CCCO2)c2ccccc21 (stereo not given),1%,-2%,-4%,-4,-6%,-3%,11%,2%,-10%
CCN(Cc1nc2cc(Cl)ccc2c(=O)[nH]1)C(=O)c1cccc(NC(=O)c2cccs2)c1,-18%,·,·,-4,16%,-3%,-6%,·,-7%
O=C(N[C@@H](Cc1ccccc1)C(=O)N[C@@H](Cc1ccccc1)C(=O)O)OCc1ccccc1,-5%,·,·,-13,-4%,1%,17%,·,-6%
O=C(CO/N=C/c1ccccc1)N1c2ccccc2Oc2ccccc21,-12%,-6%,-3%,5,23%,-2%,?,-13%,3%
COc1ccc(CCNC(=O)Cn2c(=O)n(-c3ccc(F)cc3)c(=O)c3sccc32)cc1OC,1%,-7%,-4%,-3,3%,1%,22%,-2%,-4%
O=C(N/N=C/c1ccccc1F)c1cc2c(ccc3ccccc32)o1,?,-14%,-2%,-3,9%,-3%,?,?,-23%
O=C(COC(=O)Cc1ccc(F)cc1)Nc1ccc(Cl)cn1,-10%,·,·,-6,7%,6%,14%,·,0%
CN(CC(=O)Nc1cccc(F)c1)C(=O)CCCc1c[nH]c2ccccc12,-17%,·,·,-1,-11%,2%,9%,·,-1%
O=C(NCc1cccnc1)Nc1cccc([N+](=O)[O-])c1,-14%,-3%,-5%,0,8%,3%,3%,0%,5%
O=S(=O)(c1ccccc1)N1CCCCC1CCc1ccccc1 (stereo not given),-19%,·,·,-1,·,-3%,72%[activator],·,-16%
CC(=O)c1c(C)[nH]c(C(=O)Nc2ccc(Cl)c(S(=O)(=O)N3CCOCC3)c2)c1C,-10%,2%,-6%,-3,12%,-2%,-2%,-3%[57.1 µM],-9%
O=C(NNC(=O)c1ccccc1F)c1ccc(S(=O)(=O)N2CCCCC2)cc1,-4%,·,·,-4,42%[activator],-1%,-3%,·,-14%
CC(=O)Oc1ccccc1C(=O)Nc1ccccc1C(=O)N1CCCCC1,-19%,-3%,-4%,6,58%[activator],-3%,-11%,3%,-4%
CC1CCCC(C)N1C(=O)CSc1nnc(NC(=O)Cc2cccs2)s1 (stereo not given),16%,0%,-23%,-10,-4%,-7%,?,?,-10%
CSc1cc(-c2ccccc2)n(Cc2ccc(Cl)cc2Cl)c(=O)c1C#N,-24%,-3%,-4%,-7,0%,-7%,-12%,14%,-11%
Cc1nn(-c2ccccc2)nc1C(=O)c1c(C)[nH]n(-c2ccccc2)c1=O,-12%,-3%,12%,0,0%,-3%,3%,2%,-6%
O=C(CCN1C(=O)c2ccccc2C1=O)Nn1cnnc1,-6%,-4%,-8%,2,-1%,-4%,-18%,9%,-2%
CN(C)S(=O)(=O)c1ccc(Cl)c(NC(=O)CSc2nnnn2-c2ccc(O)cc2)c1,-20%,-5%,-14%,-8,20%,1%,113%[activator],9%,-3%
CCOc1ccc(Br)cc1S(=O)(=O)Nc1cccnc1,-7%,-6%,-4%,-5,19%,0%,67%[activator],6%,4%
O=C(Cn1c(=O)cnc2ccccc21)N1CCN(S(=O)(=O)c2cccc([N+](=O)[O-])c2)CC1,3%,·,·,-6,-15%,-2%,16%,·,-8%
Cc1ccccc1OC(=O)c1cc(-c2ccc3c(c2)OCCO3)on1,-8%,-6%,-8%,-2,·,-5%,-10%,32%,-15%
COc1cccc(COC(=O)c2ccc(S(=O)(=O)N3CCC(C)CC3)cc2)c1OC,-16%,·,·,-2,-14%,-2%,122%[activator],·,-8%
COc1cc(OC)c(C(=O)NC2CC(C)(C)NC(C)(C)C2)cc1OC,7%,2%,-2%,1,2%,-5%,0%,5%,-6%
O=C(NCCc1ccc(Cl)cc1)C1CCN(S(=O)(=O)c2ccc3[nH]ccc3c2)CC1,-10%,-5%,-15%,2,·,-4%,6%,1%,-7%[60.1 µM]
CCCNS(=O)(=O)c1ccc(CCC(=O)Nc2ccc3c(c2)OCCO3)cc1,-16%,0%,-1%,-11,8%,-1%,8%,?,-8%
CCc1ccc(Cn2nnc3c(=O)[nH]c(C4CCCN(C(=O)c5cccc(Cl)c5)C4)nc32)cc1 (stereo not given),·,-12%,-7%,-5,·,·,?,-24%,-25%
